Assay outcomes deposited in PubChem by Broad Institute.
IDE exosite inh – exo-site inhibitors of human insulin-degrading enzyme; P14735; purified IDE, FL-6b probe fluorescence polarization; stronger effect = lower value; z-score at 20 µM; 17,000 compounds, 6.3% hits; AID 1259349;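 active = z-score of -3 or lower, meaning strong loss of probe binding signal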;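 also: His-tagged human IDE residues 42-1019 made in E. coli with 30 nM FL-6b probe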
Target sequence (P14735 42-1019 limits assumed): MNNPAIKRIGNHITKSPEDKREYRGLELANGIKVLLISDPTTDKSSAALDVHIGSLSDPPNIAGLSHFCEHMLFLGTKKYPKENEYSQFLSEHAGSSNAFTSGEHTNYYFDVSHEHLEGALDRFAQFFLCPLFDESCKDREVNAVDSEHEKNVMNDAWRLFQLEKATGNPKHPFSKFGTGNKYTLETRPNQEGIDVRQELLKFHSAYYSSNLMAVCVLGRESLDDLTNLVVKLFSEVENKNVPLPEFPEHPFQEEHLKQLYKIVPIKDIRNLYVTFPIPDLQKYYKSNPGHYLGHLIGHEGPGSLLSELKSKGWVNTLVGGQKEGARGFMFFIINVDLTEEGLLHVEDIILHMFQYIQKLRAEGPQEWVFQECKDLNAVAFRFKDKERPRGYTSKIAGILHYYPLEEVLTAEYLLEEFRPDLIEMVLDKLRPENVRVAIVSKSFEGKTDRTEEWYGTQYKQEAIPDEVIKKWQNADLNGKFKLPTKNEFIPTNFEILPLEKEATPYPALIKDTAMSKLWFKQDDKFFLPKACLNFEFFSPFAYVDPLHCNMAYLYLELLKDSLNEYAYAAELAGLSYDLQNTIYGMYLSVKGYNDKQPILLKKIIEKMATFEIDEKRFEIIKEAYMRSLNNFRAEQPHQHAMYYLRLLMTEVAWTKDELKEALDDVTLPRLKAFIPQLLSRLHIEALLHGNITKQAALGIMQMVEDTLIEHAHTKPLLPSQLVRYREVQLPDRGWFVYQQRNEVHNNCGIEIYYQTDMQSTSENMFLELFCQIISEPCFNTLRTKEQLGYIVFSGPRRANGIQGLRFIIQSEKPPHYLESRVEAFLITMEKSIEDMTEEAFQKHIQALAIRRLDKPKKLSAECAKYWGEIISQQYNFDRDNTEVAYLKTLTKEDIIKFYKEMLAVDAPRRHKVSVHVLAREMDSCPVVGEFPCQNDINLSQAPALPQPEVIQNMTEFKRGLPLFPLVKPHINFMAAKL
The depositor's hits bear a star; & = joins results of further samples. These rows are one share of the data. The share of hits here may be higher or lower than overall.

| entry | SMILES | IDE exosite inh |
| --- | --- | --- |
| 1 | CCCNC(=O)N1[C@@H]2CNC[C@H]1C2c1ccc(-c2cccnc2)cc1 (stereo partly drawn) | 1.6&1 |
| 2 | CN(C)CC#Cc1ccc([C@H]2[C@H]3CN(C(=O)Cc4ccccc4)CC(=O)N3[C@H]2CO)cc1 | 1.2 |
| 3 | CO[C@@H]1CC[C@H]2CCOc3c(C#N)cccc3C(=O)N(C)C[C@@H](c3ccccc3)CC(=O)N(C)C[C@@H]1O2 | 0.9 |
| 4 | CCC(=O)N1CCCCN2[C@H](CO)[C@@H](c3ccc(C#CCOC)cc3)[C@@H]2C1 | 2.4 |
| 5 | O=C(c1ccccc1F)N1CC(=O)N2[C@H](CO)[C@@H](c3ccc(C#Cc4ccccc4)cc3)[C@@H]2C1 | 0.93 |
| 6 | C[C@@H]1CCCCO[C@@H](CN(C)S(=O)(=O)c2cn(C)cn2)[C@H](C)CN([C@H](C)CO)C(=O)c2cc(NC(=O)Nc3cccc4ccccc34)ccc2O1 | -0.11 |
| 7 | CCCC#Cc1ccc([C@H]2[C@@H](CO)N(C(C)=O)[C@H]2CNC(=O)C2CC2)cc1 | 3.9 |
| 8 | CN(C)C(=O)c1cccc(-c2ccc3c(c2)[C@@H]2[C@@H](CCN2C(=O)Cc2ccccc2)[C@H](CO)N3)c1 | 1.8 |
| 9 | OC[C@@H]1[C@@H](c2ccc(-c3ccccc3F)cc2)[C@@H]2CN(Cc3cccnc3)CCCCN12 | -1.9 |
| 10 | CN(C)C(=O)c1ccc(-c2ccc([C@H]3[C@@H](C#N)N(C(=O)C4CCCCC4)[C@H]3CO)cc2)cc1 | 0.81 |
| 11 | CC(C)C(=O)Nc1ccc2c(c1)C(=O)N(C)[C@@H]1CC[C@H](CC(=O)NCCc3ccccc3)O[C@H]1CO2 | -0.35 |
| 12 | NCC[C@H]1CC[C@H](NC(=O)NC2CCCCC2)[C@@H](CO)O1 | -0.44 |
| 13 | N#C[C@H]1[C@H](c2ccccc2-c2cccc(F)c2)[C@@H](CO)N1C(=O)Cc1cccnc1 | 4.8 |
| 14 | CN(C)CC#Cc1ccc([C@H]2[C@H]3CN(C(=O)Nc4ccc(F)cc4)CCCCN3[C@H]2CO)cc1 | 3.5 |
| 15 | CC(=O)NC[C@H]1[C@@H](c2ccc(C#CC(C)C)cc2)[C@@H](CO)N1Cc1ccccn1 | -1.8 |
| 16 | CN(C)CC(=O)N1CCCCN2[C@H](CO)[C@H](c3ccc(-c4ccccc4)cc3)[C@@H]2C1 | 2.3 |
| 17 | O=C(C[C@H]1CC[C@@H]2[C@H](COC[C@H](O)CN2Cc2ccc(F)cc2)O1)NCCc1ccccc1 | -1.4 |
| 18 | O=C(C[C@H]1CC[C@H](NC(=O)C2CC2)[C@H](CO)O1)Nc1ccccc1 | 1.6 |
| 19 | O=S(=O)(Cc1ccccc1)N1CCCCN2[C@H](C1)[C@H](c1ccc(C#Cc3ccccc3)cc1)[C@@H]2CO | 5.9 |
| 20 | C[C@H]1CN([C@@H](C)CO)S(=O)(=O)c2ccc(-c3ccc(F)cc3)cc2O[C@@H]1CN(C)Cc1ccccc1C(=O)O | -2.1 |

| entry | SMILES | IDE exosite inh |
| --- | --- | --- |
| 21 | CCC(=O)NC[C@@H]1[C@@H](c2ccc(-c3ccc(OC)cc3)cc2)[C@@H](CO)N1C(C)=O | -1.2 |
| 22 | O=C(C1CCC1)N1CC(=O)N2[C@H](CO)[C@H](c3ccc(C#Cc4cccc(F)c4)cc3)[C@@H]2C1 | -2.8 |
| 23 | Cn1cnc(S(=O)(=O)N[C@H]2CC[C@@H](CC(=O)NCC3CCCCC3)O[C@H]2CO)c1 | 1.1 |
| 24 | CN(C)C(=O)c1cccc(-c2ccc([C@H]3[C@H](C#N)N(C(=O)C4CCC4)[C@H]3CO)cc2)c1 | 0.9 |
| 25 | CN(C)CC#Cc1ccc([C@H]2[C@@H](CO)N3CCCCN(S(=O)(=O)c4ccccc4F)C[C@@H]23)cc1 | -0.28 |
| 26 | COCCNC(=O)[C@H]1[C@H](CO)[C@H]2Cn3c(ccc(C4=CCCCC4)c3=O)[C@@H]1N2Cc1cocn1 | -0.67 |
| 27 | O=C(C1CCOCC1)N1CC(=O)N2[C@H](CO)[C@@H](c3ccc(C#CC4CCCCC4)cc3)[C@@H]2C1 | 0.85 |
| 28 | CCCC#Cc1ccc([C@@H]2[C@@H](CO)N3CCCCN(Cc4ccncc4)C[C@@H]23)cc1 | 3.6 |
| 29 | COCC(=O)Nc1ccc2c(c1)C(=O)N(C)C[C@H](OC)[C@@H](C)CN(C(=O)c1ccncc1)[C@H](C)CO2 | -0.17 |
| 30 | C/C=C/c1ccc([C@@H]2[C@H](CO)N3C(=O)CN(Cc4ccc(C)cc4)C[C@@H]23)cc1 | -0.8 |
| 31 | O=C(c1cnccn1)N1CC(=O)N2[C@@H](CO)[C@H](c3ccc(-c4cccc(F)c4)cc3)[C@@H]2C1 | -2.3 |
| 32 | N#C[C@H]1[C@@H](c2ccccc2C2=CCCCC2)[C@H](CO)N1C(=O)c1cccc(F)c1 | 1.2 |
| 33 | COCC(=O)N1CCC2(CC1)CN(C(=O)c1ccccn1)[C@@H](CO)c1c2c2ccc(OC)cc2n1C | -1.2 |
| 34 | COc1cccc(-c2ccc([C@H]3[C@H]4CN(C(=O)NC(C)C)CC(=O)N4[C@H]3CO)cc2)c1 | -10* |
| 35 | COc1ccc(NC(=O)N(C)C[C@H]2OCc3ccccc3-c3ccccc3C(=O)N([C@H](C)CO)C[C@@H]2C)c(OC)c1 | -0.0079 |
| 36 | N#C[C@H]1[C@H](c2ccccc2)[C@H](CO)N1C(=O)c1cc(Cl)cc(Cl)c1 | -0.15 |
| 37 | CO[C@@H]1CN(C)C(=O)c2ccc(NC(=O)c3cccc(F)c3)cc2OC[C@@H](C)NC[C@@H]1C | 0.98 |
| 38 | CN(C)CC(=O)N1[C@H](C#N)[C@@H](c2ccc(-c3cccc(C(=O)N(C)C)c3)cc2)[C@H]1CO | 1.3 |
| 39 | CC(=O)N1CCCCN2[C@@H](CO)[C@@H](c3ccc(-c4cccc(C)c4)cc3)[C@@H]2C1 | -2.4 |
| 40 | COc1cccc(CN2[C@@H]3CNC[C@H]2C3c2ccc(/C=C/c3ccccc3)cc2)c1 (stereo partly drawn) | -0.84 |

| entry | SMILES | IDE exosite inh |
| --- | --- | --- |
| 41 | C/C=C/c1ccc([C@H]2[C@@H](CO)N(C(=O)C3CC3)[C@H]2CN(C)C(=O)CC)cc1 | 1.7 |
| 42 | COCC(=O)N1CC(=O)N2[C@@H](CO)[C@H](c3ccc(C#CCc4ccccc4)cc3)[C@@H]2C1 | -0.16 |
| 43 | C[C@@H]1CN([C@H](C)CO)C(=O)c2ccccc2-c2ccccc2CO[C@H]1CN(C)C(=O)[C@@H](Cc1ccccc1)N(C)C | 0.67 |
| 44 | CCC(=O)N1CC(=O)N2[C@H](CO)[C@@H](c3ccc(-c4cccnc4)cc3)[C@H]2C1 | 2.1 |
| 45 | O=S(=O)(Cc1ccccc1)N1CCCCN2[C@@H](CO)[C@@H](c3ccc(-c4ccccc4)cc3)[C@@H]2C1 | 3 |
| 46 | CS(=O)(=O)N(CC1CCC1)C[C@@H]1N[C@H](CO)[C@@H]1c1ccccc1 | 1.3 |
| 47 | COCCNC(=O)[C@H]1[C@H](CO)[C@H]2Cn3c(cccc3=O)[C@@H]1N2Cc1cccc(Cl)c1 | 1.6 |
| 48 | CCCC#Cc1ccc([C@H]2[C@H](C#N)N(C(=O)CN3CCOCC3)[C@H]2CO)cc1 | -0.63 |
| 49 | C[C@@H]1CN([C@@H](C)CO)S(=O)(=O)c2ccc(-c3cccc(C#N)c3)cc2O[C@H]1CN(C)C(=O)c1ccccc1 | 0.36 |
| 50 | O=C(Cc1cccnc1)N1CC(=O)N2[C@H](C1)[C@H](c1ccc(-c3cccc(F)c3)cc1)[C@@H]2CO | -1.9 |
| 51 | COc1ccc(NC(=O)N2[C@@H]3CNC[C@H]2C3c2ccc(-c3cccc(C(=O)N(C)C)c3)cc2)cc1 (stereo partly drawn) | 0.85&1.4 |
| 52 | C[C@H](CO)N1C[C@H](C)[C@H](CN(C)Cc2ccc3cccnc3c2)OCc2cnnn2CCCC1=O | -0.64 |
| 53 | O=C(c1ccc2c(c1)OCO2)N1CC(=O)N2[C@H](CO)[C@H](c3ccc(-c4ccccc4)cc3)[C@@H]2C1 | 3.1 |
| 54 | CCCC#Cc1ccc([C@@H]2[C@@H](CO)N(S(C)(=O)=O)[C@H]2C#N)cc1 | 3.6 |
| 55 | CCS(=O)(=O)N1[C@H](CO)[C@H](c2ccc(C#CCC3CCCC3)cc2)[C@@H]1C#N | 1.5 |
| 56 | CC(=O)N(C)C[C@H]1[C@@H](c2ccc(-c3cccc(F)c3)cc2)[C@@H](CO)N1C(C)=O | -2.4 |
| 57 | C[C@H](CO)N1C[C@H](C)[C@@H](CN(C)S(=O)(=O)c2cccs2)Oc2ccc(NC(=O)Nc3cccc4ccccc34)cc2C1=O | -0.26 |
| 58 | NCC[C@H]1CC[C@H](NS(=O)(=O)c2ccc(Cl)cc2)[C@H](CO)O1 | 3.5&1.5 |
| 59 | O=C1CN(S(=O)(=O)Cc2ccccc2)C[C@H]2[C@H](c3ccc(C#CC4CC4)cc3)[C@H](CO)N12 | 1.3 |
| 60 | COc1cccc(-c2ccc([C@H]3[C@@H](CO)N4CCCCN(C(=O)NC(C)C)C[C@H]34)cc2)c1 | -8.1* |

| entry | SMILES | IDE exosite inh |
| --- | --- | --- |
| 61 | O=C(NC[C@@H]1[C@H](c2ccccc2)[C@H](CO)N1CC1CC1)c1cccnc1 | 5.9 |
| 62 | Cc1ccccc1-c1ccc([C@H]2[C@H]3CN(S(=O)(=O)c4cn(C)cn4)CCCCN3[C@H]2CO)cc1 | -3.6* |
| 63 | COc1ccccc1NC(=O)N1CC(=O)N2[C@H](CO)[C@@H](c3ccc(-c4ccc(F)cc4)cc3)[C@H]2C1 | 1.1 |
| 64 | CCC(=O)N1[C@H](CO)[C@H](c2ccc(C#CC3(O)CCCC3)cc2)[C@@H]1CNC(C)=O | -2 |
| 65 | O=C(c1ccncc1)N1CC(=O)N2[C@@H](CO)[C@H](c3ccc(/C=C/c4ccccc4)cc3)[C@@H]2C1 | -16* |
| 66 | COc1cccc(C#Cc2ccc([C@@H]3[C@@H](C#N)N(C(=O)C4CCC4)[C@@H]3CO)cc2)c1 | 4.2 |
| 67 | CCN(C[C@H]1[C@H](c2ccccc2)[C@@H](CO)N1S(C)(=O)=O)C(=O)C1CCC1 | 3 |
| 68 | O=C(CC1CC1)N1CC(=O)N2[C@H](C1)[C@H](c1ccc(C#Cc3ccc(F)cc3)cc1)[C@@H]2CO | -1.7 |
| 69 | CCCC#Cc1ccc([C@@H]2[C@H]3CN(S(=O)(=O)Cc4ccccc4)CCCCN3[C@H]2CO)cc1 | 3.8 |
| 70 | O=C(Nc1ccc(C(F)(F)F)cc1)N1[C@@H]2CNC[C@H]1C2c1ccc(/C=C/c2ccccc2)cc1 (stereo partly drawn) | 5.9&-0.068 |
| 71 | COc1cccc(-c2ccc([C@@H]3[C@H]4CNCC(=O)N4[C@H]3CO)cc2)c1 | -2.3 |
| 72 | CCCC#Cc1ccc2c(c1)O[C@H](CN(C)Cc1ccccn1)[C@@H](C)CN([C@@H](C)CO)S2(=O)=O | -0.15 |
| 73 | C[C@H](CO)N1C[C@H](C)[C@@H](CN(C)C(=O)c2ccncc2)OCCCC[C@H](C)Oc2ccc(NS(=O)(=O)c3cccs3)cc2C1=O | 0.032 |
| 74 | Cc1ccccc1-c1ccc([C@H]2[C@@H](CO)N3CCCCN(C(=O)Nc4cccc(F)c4)C[C@@H]23)cc1 | -4.4* |
| 75 | CCC(=O)N1CC2(CN(C(C)=O)C2)c2c([nH]c3cc(OC)ccc23)[C@@H]1CO | 1.1 |
| 76 | CO[C@@H]1CN(C)C(=O)c2cc(NC(=O)NC3CCCCC3)ccc2OC[C@H](C)N(CC2CCOCC2)C[C@H]1C | -1.3 |
| 77 | COc1ccccc1-c1ccccc1[C@H]1[C@@H](C#N)N(C(=O)C2CC2)[C@@H]1CO | 2.2 |
| 78 | COc1cccc(-c2ccc([C@H]3[C@H]4CNCC(=O)N4[C@H]3CO)cc2)c1 | -2.1 |
| 79 | COc1ccc(C#Cc2ccc([C@H]3[C@H]4CN(Cc5ccncc5)CCCCN4[C@H]3CO)cc2)cc1 | 0.62 |
| 80 | CO[C@@H](CN(C)Cc1cc(F)ccc1F)[C@@H](C)CN([C@H](C)CO)S(=O)(=O)c1ccc(C)cc1 | 0.99 |

| entry | SMILES | IDE exosite inh |
| --- | --- | --- |
| 81 | Cc1cccc(-c2ccc([C@@H]3[C@@H](CO)N4C(=O)CN(C(=O)Cc5ccccn5)C[C@H]34)cc2)c1 | -5.7* |
| 82 | COc1ccccc1NC(=O)N1CCCCN2[C@H](C1)[C@@H](c1ccc(C#CC3CCCC3)cc1)[C@@H]2CO | 1.4 |
| 83 | CCCNC(=O)N1C[C@@H](O)COC[C@@H]2O[C@@H](CC(=O)OC)CC[C@H]21 | 2.8 |
| 84 | C/C=C/c1ccc(C2[C@@H]3CN(C(=O)NC4CCCCC4)C[C@H]2N3)cc1 (stereo partly drawn) | -0.36&-0.059 |
| 85 | O=C(c1cccc(F)c1)N1C[C@@H]2[C@H](c3ccccc31)[C@H](CO)N2Cc1cocn1 | 2.5 |
| 86 | CCC(=O)N1[C@H](CNC(=O)CN(C)C)[C@@H](c2ccc(C3=CCCC3)cc2)[C@@H]1CO | 3.7 |
| 87 | Cc1noc(C)c1NC(=O)N(C)C[C@H]1OCc2ccccc2-c2c(n(C)c3ccccc23)C(=O)N([C@H](C)CO)C[C@@H]1C | -0.037 |
| 88 | C[C@@H]1CN([C@@H](C)CO)C(=O)c2c(c3ccccc3n2C)-c2ccccc2CO[C@@H]1CN(C)S(=O)(=O)c1ccccc1C#N | -0.51 |
| 89 | COc1ccc(C#Cc2ccc([C@@H]3[C@@H](CO)N4CCCCN(C(=O)Nc5ccc(F)cc5)C[C@@H]34)cc2)cc1 | 2.8 |
| 90 | C[C@@H](O)C#Cc1ccc([C@H]2[C@H](CO)N3CCCCN(C(=O)c4ccncc4)C[C@@H]23)cc1 | 4.6 |
| 91 | CCC(=O)NC[C@H]1[C@@H](c2ccc(C3=CCCC3)cc2)[C@@H](CO)N1C(=O)C1CC1 | 2.3 |
